Bioassay records: PubChem, National Center for Advancing Translational Sciences (NCATS)
IMPase inh: IMPase inhibition in cells; P97697; CHO-M1 cells, IP1 accumulation, HTRF TR-FRET ratio; inhibition (IP1 accumulation), % at 46.1 µM; 120,000 tested, under 10 active; AID 901; active means well fitted curve in the direction sought with a large enough effect in the signal ratio, not every such curve was filed as active; inconclusive means small, poorly fitted or top-dose-only effect, or a change in a side signal; inactive means no such curve, though single readings can be large or run the other way; the % refers to the signal ratio;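 further: cells stimulated with carbachol in lithium chloride buffer; plate controls were DMSO basal wells for no effect and reference inhibitor wells for full effect; higher means more IMPase inhibition seen as more IP1 and lower FRET ratio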
Target sequence (P97697 whole entry, looked up): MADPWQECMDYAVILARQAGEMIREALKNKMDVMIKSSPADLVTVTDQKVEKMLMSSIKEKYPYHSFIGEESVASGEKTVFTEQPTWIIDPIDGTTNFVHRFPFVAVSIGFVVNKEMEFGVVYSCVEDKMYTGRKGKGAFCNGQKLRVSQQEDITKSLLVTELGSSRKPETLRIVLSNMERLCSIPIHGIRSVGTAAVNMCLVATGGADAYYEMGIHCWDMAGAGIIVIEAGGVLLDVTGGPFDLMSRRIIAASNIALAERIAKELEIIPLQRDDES
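Measured: the HTRF emission ratio (665/620 nm) plus the 620 nm donor channel, each fitted to the Hill equation to give AC50. Cells were CHO-M1 given compounds up to 46 uM and a 30 min carbachol stimulation at 37C.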
12-hLO inh: 12-hLO (ALOX12) enzyme inhibition. P18054. purified 12-hLO, xylenol orange hydroperoxide absorbance. Potency, µM (highest dose often 57.1 µM), for inactives: at the top dose activity change, negative = inhibition, actives largely listed as inhibitors. actives 0.12% (n = 150,000); further: potency means the concentration at half of the fitted maximal effect; nearly all actives have a fitted effect of over 55% in size; many of its hits are not listed in these tables
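Purified human 12hLO (150 nM final) was preincubated with compounds for 15 min at room temperature in 25 mM Hepes pH 7.0, 0.01% Triton X-100, then reacted with 40 uM arachidonic acid for 30 min. Hydroperoxide was detected with ferrous iron/xylenol orange.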
ALOX15B inhib: blocks human 15-lipoxygenase 2 activity; O15296; purified 15hLO-2, xylenol orange hydroperoxide absorbance; Potency, µM (series often up to 57.1 µM), for the others: at the top dose activity change, negative = inhibition, usual class: inhibitors; actives 0.56% (n = 110,000); further: potency means the concentration at half of the fitted maximal effect; nearly all actives have a fitted effect of over 60% in size; many of its hits are not listed in these tables
Target sequence (O15296 whole entry, looked up): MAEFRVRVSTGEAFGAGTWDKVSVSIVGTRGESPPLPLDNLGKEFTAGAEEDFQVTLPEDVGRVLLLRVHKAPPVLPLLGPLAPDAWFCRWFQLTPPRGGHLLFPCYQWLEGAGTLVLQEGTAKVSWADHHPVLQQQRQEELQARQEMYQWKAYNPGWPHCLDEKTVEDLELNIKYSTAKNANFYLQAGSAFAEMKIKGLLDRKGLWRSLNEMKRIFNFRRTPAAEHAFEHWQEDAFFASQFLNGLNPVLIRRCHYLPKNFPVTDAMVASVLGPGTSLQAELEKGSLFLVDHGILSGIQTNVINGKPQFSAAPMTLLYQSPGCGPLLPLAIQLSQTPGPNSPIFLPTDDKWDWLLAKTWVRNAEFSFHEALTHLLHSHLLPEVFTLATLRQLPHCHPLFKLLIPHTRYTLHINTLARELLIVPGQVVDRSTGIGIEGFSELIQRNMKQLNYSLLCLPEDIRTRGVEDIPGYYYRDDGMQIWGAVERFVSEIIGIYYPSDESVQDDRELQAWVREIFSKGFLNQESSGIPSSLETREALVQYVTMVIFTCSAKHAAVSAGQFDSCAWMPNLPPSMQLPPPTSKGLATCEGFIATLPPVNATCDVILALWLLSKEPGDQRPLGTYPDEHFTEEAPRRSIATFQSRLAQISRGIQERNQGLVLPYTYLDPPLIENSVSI
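Screening format was qHTS against 50 nM purified 15hLO-2 in Hepes pH 7.5 with detergent. Activity follows hydroperoxide formation from 45 uM arachidonic acid, measured as 573:405 nm absorbance ratio of the ferric-xylenol orange complex.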
PNC inhibitor: inhibitors of perinucleolar compartment assembly; PC3M PTB-GFP, PNC prevalence imaging, 16 h; hits give low values; activity change (PNC), negative = inhibition, % at 10 µM; actives 3.1% (n = 140,000);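 active means readout at or below -70, meaning at least 70% loss of cells showing the perinucleolar compartment, a nuclear body marking cancer cells; inconclusive means readout between -30 and a set limit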;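 further: plate controls were DMSO wells for no effect and camptothecin positive control wells for full effect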
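PC3M cells stably expressing PTB-GFP, 750–1000 cells/well, treated 16 h at 37 °C with compound (23 nl of library stock), in duplicate. After paraformaldehyde fixation and Hoechst stain, imaged at 20x; PNC prevalence scored by image analysis.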
* hit, by the source's call; u = inconclusive; x = no result given; & = joins results of further samples; [ ] = another dose, or the depositor's remark. Unless noted, the call rests on the fitted dose curve; in most records, active means well fitted curve in the direction sought with a large enough effect; inconclusive means small, poorly fitted or top-dose-only effect, or another doubt; inactive means no such curve, though single readings can be large; an effect the other way counts as inactive or inconclusive. Unless noted, on the % scale 0 is the no-effect control and ±100 the full control effect. No enrichment for hits; 3.1% or so of the library scored in one or more.

A first look (two entries):
molecule | IMPase inh | 12-hLO inh | ALOX15B inhib | PNC inhibitor
COc1ccc(/C=N/NC(=O)CC(=O)NCc2cccnc2)cc1 | 5 | 6% | -1% | 1
CC(C)CCSc1ncnc2c1oc1nc3c(cc12)COC(C)(C)C3 | 2 | 1% | 13% | 0

All compounds of this part, repeating the preview:
molecule | IMPase inh | 12-hLO inh | ALOX15B inhib | PNC inhibitor
COc1ccc(/C=N/NC(=O)CC(=O)NCc2cccnc2)cc1 | 5 | 6% | -1% | 1
CC(C)CCSc1ncnc2c1oc1nc3c(cc12)COC(C)(C)C3 | 2 | 1% | 13% | 0
Cn1c(=O)c(C(=O)COC(=O)c2cc(C(F)(F)F)nc3c(C(F)(F)F)cccc23)c(N)n(Cc2ccccc2)c1=O | x | 1% | 1% | x
O=C1c2ccccc2C(=O)N1CN(C(=O)COc1ccccc1)c1ccc(F)cc1 | x | -9% | x | 18
Cc1noc(C)c1COC(=O)c1cc(C)n(-c2ccccc2)c1C | -2 | 0% | 8% | u
O=C(Cc1cccs1)N1CCN(S(=O)(=O)c2ccccc2)CC1 | -7 | -3% | x | 7
COc1ccc(CC(=O)OCCN(C)C)cc1 | -9 | 4% | 3% | 7
COc1ccc(Br)cc1/C=N/Nc1cccc(C(=O)O)c1 | 0 | -5% | x | 17
COc1ccc(NC(=O)c2ccccc2NC(=O)C2CCCO2)cc1 (stereo unspecified) | 8 | 2% | -3% | 5
c1ccc(Cn2nnnc2CN2CCN(c3ncccn3)CC2)cc1 | 5 | 2% | -2% | -21
Cc1ccc2c(n1)sc1c(-c3ccccc3)c(C#N)c(N)nc12 | u | -9% | 5% | 9
COc1ccc(NC(=O)C2C3CCC(C3)C2C(=O)O)cc1OC (stereo unspecified) | -1 | 2% | 0% | u
CC1CCCC(NS(=O)(=O)c2ccc3c(c2)OCCO3)C1C (stereo unspecified) | 3 | -11% | -6% | 11
COCc1[nH]nc2c1C(c1cc(OC)c(O)c(OC)c1)C(C#N)=C(N)O2 (stereo unspecified) | 4 | -18% | -8% | -12
COC(=O)c1c(NC(=O)CN2C(=O)C(=O)N(CC(C)C)C2=O)sc2c1CCCCC2 | u | -1% | x | -4
Cc1cc(-c2ccccc2)n(-c2ccc(C(=O)N3CCN(c4ncccn4)CC3)cc2)n1 | -7 | 4% | 11% | 12
CN1C(=O)Cn2c1nc1ccccc12 | 7 | 1% | 3% | 23
NC(=O)C1(N2CCCCC2)CCN(C(=O)CSc2nc(C(F)(F)F)cc(=O)[nH]2)CC1 | -7 | 2% | 2%[2.29 µM] | -17
COc1ccc(C2C(C#N)=C(N)Oc3cc(C)n(CCN4CCOCC4)c(=O)c32)cc1OC (stereo unspecified) | 0 | -5% | 1% | 20
Cc1ccc(C(=O)Nc2ccccc2Oc2ccccc2)cc1[N+](=O)[O-] | 4 | -11% | -9% | 17
Cc1cc(/C=C2\SC(=S)NC2=O)c(C)n1C | 13 | -1% | u | u
COc1ccc(C(=O)N2CCC(C(=O)Nc3ccc4c(c3)OCO4)CC2)cc1 | x | 2% | x | -16
COCCCNC(=S)NNC(=O)c1ccc2c(c1)OCO2 | 3 | 7% | x | 13
Nc1c(C(=O)Nc2ccc(F)cc2)sc2nc(-c3ccco3)ccc12 | -29 | -28% | -7% | 3
CCCCOC(=O)Nc1cccc(C(C)=O)c1 | 7 | -5% | -5% | u
O=C(Cc1ccccc1)NNC(=S)Nc1ccc(Cl)cc1 | x | -1% | x | 5
Cc1nnsc1SC(C)C(=O)O (stereo unspecified) | 0 | -7% | 0% | 22
COc1ccc(OC)c(-n2c(SCC(=O)Nc3cc(C)on3)nnc2-c2c[nH]c3ccccc23)c1 | 9 | -10% | -14% | 8
C=CCN(CC=C)C(=S)NC(=O)c1ccc(C)c(Br)c1 | x | -27% | x | -24
CS(=O)(=O)N(CC(=O)Nc1cccc(F)c1)Cc1ccccc1 | 10 | -2% | 4% | 9
COc1ccc2c(c1)cc(C)c1nnc(SCC(=O)N3CCN(C(=O)c4ccco4)CC3)n12 | -7 | -1% | -5% | u
O=C(NC1CCCCC1)[C@H](O)[C@@H](O)C(=O)NC1CCCCC1 | 1 | 4% | -1% | -17
COc1ccc(C(=O)c2ccc(Cl)cc2)cc1 | -6 | 1% | -5% | u
CCc1ccc(NC(=O)c2ccc3nc(N)sc3c2)cc1 | -5 | -16% | 7% | u
O=C(Nc1cccc(Cn2cccn2)c1)c1cc2c(s1)CCCC2 | 18 | -2% | 11% | -5
CCCCCCN(C(=O)CCCCCN1C(=O)NC(C2CC2)C(C(=O)OCc2ccccc2)=C1C)C(C(=O)NCCCC)c1ccc(OCC(=O)OC)c(C(=O)OC)c1 (stereo unspecified) | x | -3% | 18% | x
Cc1cc(NC(=O)CSc2nc3c(c(-c4cccnc4)c2C#N)CCC3)no1 | -4 | -2% | 3% | -2
Cc1ccc(Br)cc1 | x | -7% | -1% | x
O=C(O)C1CCCN1S(=O)(=O)c1ccccc1 (stereo unspecified) | -14 | 5% | x | -23
OC(COCCOc1ccc(Br)cc1)CN1CCN(Cc2ccccc2)CC1 (stereo unspecified) | x | -4% | x | 21
COc1ccc2c(c1)c1ncn(CCc3ccccc3)c(=O)c1n2C | 6 | -4% | 2% | 30
CN(C)S(=O)(=O)c1ccc(NC(=O)COC(=O)c2n[nH]c3ccccc23)cc1 | 3 | -1% | -4% | 26
Cc1cc(-c2ccccc2)c2c3c(c(-c4ccccc4)n2n1)c(=O)n(C)c(=O)n3C | 6 | 3% | -2% | 95
CCOc1ccc(Nc2ncnc3c2cnn3Cc2ccccc2)cc1 | 5 | -2% | 47%[activator] | -12
O=S(=O)(c1ccc2ccccc2c1)N1CCCOC1 | 4 | -12% | -4% | 31
Cc1ccc(C)c(Cn2nnc3c(=O)[nH]c(C(=O)NCC4CCCO4)nc32)c1 (stereo unspecified) | 2 | 2% | x | -3
COc1cc(C(=O)N(Cc2ccco2)Cc2cc3ccccc3[nH]c2=O)cc(OC)c1OC | 5 | -6% | -5% | -2
COc1ccc(CCNC(=O)c2c(-c3ccccc3)noc2C)cc1OC | 1 | -1% | -4% | u
CN(C)CCNC(=O)c1ccc(CS(=O)(=O)c2c(Cl)cccc2Cl)o1 | 3 | 3% | 8% | -4
CCOC(=O)N1CCN(C(=O)C2CCCN(c3nc4ccc(OCC)cc4s3)C2)CC1 (stereo unspecified) | 4 | 6% | -3% | 12

Next compounds follow:
molecule | IMPase inh | 12-hLO inh | ALOX15B inhib | PNC inhibitor
Cn1nc(CC(=O)Nc2ccc3c(c2)OCCO3)c2ccccc2c1=O | 5 | 0% | 8%[2.29 µM] | 8
O=C(Nc1cc2c(oc1=O)CCCC2=O)c1cccc(Cl)c1 | 2 | -1% | -14% | -106*
Cc1ccccc1OC/C(O)=C(\C#N)c1nc2ccccc2[nH]1 | -1 | 0% | -2% | -13
Cc1cnc2cc(Cl)c(Cl)cc2n1 | 7 | 1% | x | 33
CCCCNC(=O)[C@H](CSCc1ccccc1)N1Cc2ccccc2C1=O | x | -2% | x | 67
CC(C)N(C(=O)Nc1ccc2nccnc2c1)C(C)C | -9 | 2% | -9% | -26
COc1ccc(C(=O)NC(=S)N2CC(C)OC(C)C2)cc1 (stereo unspecified) | x | -1% | x | 0
CCc1ccc(NC(=O)CCn2ccnc2C)cc1 | 6 | 3% | 11% | 6
Cc1ccc(CNC(=O)Cc2nc3nc(C)cc(C)n3n2)cc1 | x | 1% | x | 19
COc1ccc(CCC(C)NC2C3CC4CC(C3)CC2C4)cc1 (stereo unspecified) | 14 | -1% | 18% | -108*
O=C(NC12CC3CC(CC(C3)C1)C2)N1CCN(S(=O)(=O)c2ccc(Cl)cc2)CC1 | 0 | u | -1% | -29
COc1ccc(S(=O)(=O)N(CCc2ccccc2)CC(=O)N/N=C/c2ccc3c(c2)OCO3)cc1 | x | -3% | x | 55
CCCc1nc2n[nH]c(N)c2c2c1COC(C)(C)C2 | -3 | 1% | 4% | 3
Oc1cc(O)c2c(c1)O[C@H](c1ccc(O)c(O)c1)[C@H](O)C2 | 16[20.6 µM] | -8%[25.6 µM] | -5%[25.6 µM] | x
Cc1ccc(N2C(=O)/C(=C/c3cccnc3)SC2=S)cc1 | x | -1% | x | u
CC1(C)Cc2c(sc3nc(SCC(=O)N4CCOCC4)nc(N)c23)CO1 | 8 | -2% | 1% | 0
Cc1ccc(N2C(=O)C(c3c(C)[nH]n(-c4ccccc4)c3=O)(C(F)(F)F)C3=C2CC(C)(C)CC3=O)cc1 (stereo unspecified) | -8 | -13% | -4% | 10
COC(=O)c1cc2occc2n1CC(=O)Nc1ccc(C)cc1C | 6 | -2% | u | -19
O=C(Nc1ccccc1)c1ccc(S(=O)(=O)NCC2CCCO2)cc1 (stereo unspecified) | 9 | -3% | 4% | 25
O=C(O)c1cc([N+](=O)[O-])ccc1C(=O)Nc1ccccc1 | -1 | 2% | 8% | 64
CSc1oc(-c2ccccc2)nc1C(N)=O | -16 | -2% | -1% | -14
Cc1ccc(C(=O)Nc2cccc(C(=O)N3CCOCC3)c2)cc1 | -2 | 4% | 2% | 44
CCCc1cc(C(=O)Nc2ccc(C(C)=O)cc2)no1 | u | -1% | 2% | u
O=S(=O)(c1ccccc1)c1nc(-c2ccco2)oc1NCCCn1ccnc1 | -4 | -4% | 3%[2.29 µM] | -24
COCCn1c(C(=O)N2CCCC2)cc2c1C[C@H]1CN(C(=O)c3ccccc3)[C@@](Cc3ccc(F)cc3)(C(=O)OC)[C@@H]21 | x | -1%&1% | -3% | 36
CC(=O)NCCn1c(SCC(=O)NCCC2=CCCCC2)nc2ccccc2c1=O | 6 | 2% | -10% | u
O=C(Nc1cccc(C(F)(F)F)c1)N1CCC(c2nc(-c3ccc(F)cc3)no2)CC1 | 8 | -3% | -1% | -12
COc1ccc(OC(=O)c2ccc3nsnc3c2)cc1 | -2 | -7% | -9% | u
Cc1sc(NC(=O)c2ccccc2)c(C(=O)NC(C)C)c1C | -13 | -6% | 2% | 20
CCc1ccc(N2CC(C(=O)Nc3cccnc3)CC2=O)cc1 (stereo unspecified) | -5 | 1% | 2% | 31
COc1ccc(NC(=O)CSc2ncnc3c2cnn3CCc2ccccc2)cc1 | 0 | 6% | -1% | -24
O=S(=O)(NCCc1cn2ccccc2n1)c1ccc2c(c1)OCCO2 | 0 | 4% | 11% | u
CCC(C)(C)C1CCc2nc3ccccc3c(C(=O)OC(C)C(=O)Nc3c(C)n(C)n(-c4ccccc4)c3=O)c2C1 (stereo unspecified) | x | 3% | x | -8
CC(=O)N1C(Nc2ccc(Cl)cc2)CCN1c1ccccc1 (stereo unspecified) | 6 | -6% | -3% | 31
CC(CC(=O)N1CCc2ccccc21)c1ccccc1 (stereo unspecified) | 0 | 1% | -2% | 41
O=C1S/C(=C/c2ccc(N3CCOCC3)o2)C(=O)N1Cc1c(F)cccc1Cl | 2 | -9% | u | -28
CCOc1ccccc1C1C2CCCCC2(O)CCN1C(=O)c1cccs1 (stereo unspecified) | -5 | -1% | x | -17
O=C(Cc1ccc(Br)cc1)N1CCN(c2ccccc2)CC1 | 15 | -8% | -3% | u
CCN(CC)CCNS(=O)(=O)c1ccc(OC)c(Br)c1 | -9 | -2% | 10% | 16
Cc1cc(C(=O)Nc2c(C)n(C)n(-c3ccccc3)c2=O)cs1 | 1 | 1% | 4% | u
Cc1ccccc1NC(=O)c1csc2c1CCCC2 | -5 | 17% | -4% | 22
O=C(c1c[nH]c(=O)n(-c2ccccc2)c1=O)N1CCc2ccccc21 | -4 | 1% | -9% | 25
O=C(c1ccc(CNS(=O)(=O)c2ccccc2)cc1)N1CCN(Cc2ccccc2)CC1 | 0 | 1% | 0% | -8
FC(F)Sc1ccc(Nc2ncnc3nc[nH]c23)cc1 | 10 | -1% | x | 24
Cc1ccc(S(=O)(=O)N2CCOCC2)cc1NC(=O)c1cc2c(s1)CCC2 | 1 | -9% | 5% | 4

Taken from above.
12-hLO inh result of `Cc1ccccc1NC(=O)c1csc2c1CCCC2` reads 17%
12-hLO inh result of `Cc1ccc(S(=O)(=O)N2CCOCC2)cc1NC(=O)c1cc2c(s1)CCC2` reads -9%
